VEEV TC-83 Vero: inhibitors of VEEV TC-83 cytopathic effect, confirmation, Vero cells (AID 588727); inhibition, % at 20 µM, or IC50 in µM where a hit was titrated; Vero cells, VEEV TC-83 cytopathic effect inhibition; higher % means a stronger effect; 350,000 compounds, 0.13% hits; in the data active means a potency from the dose series; inconclusive means inhibition mostly from about 14% at the one dose, without a potency; inactive means the rest, 99 in 100 with inhibition below about 12%; further: strong numbers were not always called active
tuberculosis growth: growth inhibition of non-replicating M. tuberculosis (AID 488890) | Mycobacterium tuberculosis non-replicating, growth inhibition; higher % means a stronger effect | inhibition, % at 25 µM; hits with a dose series show IC50 in µM | 320,000 compounds, 0.39% hits; in the data active means a potency from the dose series; inconclusive means inhibition mostly from about 82% at the one dose, without a potency; inactive means the rest, 99 in 100 with inhibition below about 76%;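 further: plate controls were DMSO cells for no effect and high antibiotic wells for full effect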
H1N1 NS1A inhibition: NS1A inhibition, H1N1 influenza, cell based functional assay (AID 504329). NS1A functional cell-based assay, percent inhibition; higher % means a stronger effect. one-dose inhibition, % at 12.5 µM; IC50 in µM for titrated hits. 340,000 compounds, 0.3% hits; in the data active means a potency from the dose series; inconclusive means inhibition above about 27% without an active follow-up result; further: strong numbers were not always called active
H37Rv inhibition: M. tuberculosis growth inhibition, HTS (AID 449762) | M. tuberculosis H37Rv growth inhibition, 7H9 media; higher % means a stronger effect | inhibition, % at 25 µM, or IC50 in µM where a hit was titrated | 330,000 compounds, 0.59% hits; in the data active means a potency from the dose series; inconclusive means inhibition above about 70% without an active follow-up result;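 further: bacterial growth assessed after seven days of incubation; strong numbers were not always called active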
Salmonella PhoP GFP: PhoP regulon inhibitors, Salmonella typhi PhoP promoter GFP reporter, confirmatory (AID 1850); Salmonella Typhi PhoP-promoter GFP reporter, fluorescence, 4 h; higher % means a stronger effect; inhibition, % at 50 µM, or IC50 in µM where a hit was titrated; 310,000 compounds, 0.33% hits; in the data active means a potency from the dose series; inconclusive means inhibition mostly from about 25% at the one dose, without a potency; inactive means the rest, 99 in 100 with inhibition below about 19%;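 further: 0% = induced wells with vehicle and 100% = uninduced wells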
VEEV TC-83 Vero 10K pilot screen: also measured in VEEV TC-83 Vero; calls as there; inhibition, %; measured here: 10K pilot screen inhibition
Active calls of the source: *; i = inactive; ? = inconclusive; . = not tested or not shown.

SMILES | VEEV TC-83 Vero | tuberculosis growth | H1N1 NS1A inhibition | H37Rv inhibition | Salmonella PhoP GFP | others
CCn1nc(C)cc1C(=O)Sc1ccc(Cl)cc1Cl | 2.3% | ? | -3% | 1% | -3%
C/C(CC(=O)NC1CCCC1)=N\NC(=O)C1CCCCC1 | 1.1% | . | -4% | . | .
CCCCCCCn1c2c(c(=N)c3ccccc31)CCC2 | 0.6% | ? | -5% | ? | ?
COc1ccc(C(=O)Nc2ccccc2)cc1NC(=O)c1ccc([N+](=O)[O-])cc1 | 10% | 5% | 5% | 7% | -5%
CCN(CC)S(=O)(=O)N1CCC(C(=O)NC2CCCc3ccccc32)CC1 (stereo unspecified) | i | 12% | -3% | -9% | -12%
COc1ccc(-n2c(=O)cc(N3CCN(c4ccccc4F)CC3)[nH]c2=O)cc1 | 1.0% | -8% | -13% | -9% | 6%
CCn1c(SCC(=O)N2CCCCC2C)nc2ccsc2c1=O (stereo unspecified) | 4.9% | 14% | 21% | 0% | 2%
CCC(CC)C(=O)Nc1cccc(/C(C)=N/NC(=O)c2ccccc2Cl)c1 | 7.4% | -7% | 0% | -19% | -2%
CCOc1ccc(CNc2nc3ccccc3n2CCN2CCOCC2)cc1 | 0.4% | 30% | 1% | 5% | -5% | VEEV TC-83 Vero 10K pilot screen=0.5
O=C(Nc1ccc(NC(=O)c2ccco2)nc1)c1ccccn1 | 2.2% | -16% | -2% | -5% | 2%
CNC(=S)N/N=C/c1cn(CCOc2ccc(OC)cc2)c2ccccc12 | 6.4% | -23% | 4% | 25% | -4%
COc1ccc2cc([C@H](C)C(=O)O)ccc2c1 | 0.9% | 0% | 4% | 0% | -4%
CCn1c(SCC(=O)N2CCN(c3ccc(F)cc3)CC2)nnc1-c1ccncc1 | i | . | 0% | . | .
O=C(COc1cc(Cl)ccc1Cl)Nc1nnc(CC(=O)N2CCOCC2)s1 | 3.6% | -6% | 22% | -14% | 3%
COC(=O)C1CCN(C(=O)NC2CCCCC2)CC1 | 0.6% | -9% | 1% | 4% | 2%
Cc1ccc(NC(=O)[C@H](NC(=O)[C@@H]2Cc3ccccc3CN2)c2ccccc2)c(C)c1 | 1.7% | -9% | 6% | 9% | 10%
COc1ccc(OC)c(S(=O)(=O)n2ccnc2C)c1 | 0.8% | -2% | -3% | -12% | -4%
CC(NC(=O)CN(C)S(=O)(=O)c1ccc(Br)s1)c1ccccc1 (stereo unspecified) | 1.4% | -4% | 7% | -9% | -14%
COc1cc([C@@H]2C[C@H]3CN(c4ccccc4)C(=O)[C@]34CCCN24)cc(OC)c1OC | 3.4% | 20% | -8% | 5% | -2%
O=C1CC(N2CCC(c3nc4ccccc4o3)CC2)C(=O)N1Cc1cccs1 (stereo unspecified) | 2.7% | ? | 1% | -4% | 7%
COc1ccccc1NC(=O)Cn1cnc2sc(C(=O)NCc3ccco3)c(C)c2c1=O | 8.2% | -10% | -18% | -4% | 8%
Cc1ccc(C2CC(=O)Nc3c2ccc2ccccc32)cc1[N+](=O)[O-] (stereo unspecified) | i | 41% | 29% | -3% | 1%
COc1ccc(S(=O)(=O)N2N=C(c3ccc(NS(C)(=O)=O)cc3)CC2c2ccco2)cc1 (stereo unspecified) | 0.5% | 2% | 8% | 12% | -5%
C=CCN1C(=O)[C@@H]2Cc3c([nH]c4ccccc34)C(c3ccc(O)cc3)N2C1=S (stereo partly specified) | 3.5% | 60% | -1% | 32% | -1%
CCOc1ncccc1C(=O)NC(C)CCc1ccccc1 (stereo unspecified) | i | 9% | -2% | 7% | 7%
COc1ccccc1N1CCN(Cc2ccc(Br)cc2)CC1 | i | 24% | -18% | 6% | 0%
O=C(Oc1cccc2cccnc12)c1cccc([N+](=O)[O-])c1 | 1.5% | 3µM* | -3% | ? | 1%
COc1ccc(C2NC(=O)NC(C)=C2C(=O)OC2CCCC(C)C2)cc1 (stereo unspecified) | 3.5% | 20% | -2% | 8% | 0%
Cn1c(O)c(N=NC(=O)c2cc(-c3cccs3)nc3ccccc23)c2ccccc21 | 11% | . | -4% | 4% | 2%
COC(=O)c1ccc(NC(=O)Nc2cccc(F)c2)cc1 | 5.9% | 32% | -4% | -13% | -2%
CCCCc1oc2c(c(=O)c1C)C(=O)CC(c1ccccc1)C2 (stereo unspecified) | i | 65% | 3% | 12% | 23%
CCOC(=O)C(Sc1cc(C)nc(N)n1)C(C)=O (stereo unspecified) | 1.0% | -16% | 0% | -5% | 5%
CCN1C2=C(C(=O)CCC2)C(c2ccc(O)cc2)C2=C1CCCC2=O | 2.8% | 0% | -6% | -10% | 13%
COc1ccc(Cl)c(N2CCN(CCCNC(=O)Nc3ccc(C)cc3)CC2)c1 | i | 77% | 10% | 13% | 6%
CN(C)C(CNC(=O)c1ccco1)c1cccs1 (stereo unspecified) | 1.9% | -22% | -3% | 0% | 0%
CCOC(=O)N1CCC(NC(=O)C2CCCN(C(=O)c3cc4sccc4n3C)C2)CC1 (stereo unspecified) | 0.6% | -5% | -4% | -1% | 5%
Cn1nnnc1SCC(=O)N1c2ccccc2CCc2ccccc21 | 1.3% | 0% | 2% | -3% | 1%
CCC(C)c1c(O)nc(SCC(=O)N2CCCCC2)[nH]c1=O (stereo unspecified) | 0.9% | 4% | 2% | 13% | -5%
O=C(CNC(=O)c1cc(=O)[nH]c2ccc(S(=O)(=O)N3CCOCC3)cc12)Nc1ccc(F)c(F)c1 | 0.2% | . | 0% | . | .
CC(C)CN1C(=O)/C(=C/c2cccs2)NC1=S | i | 24% | 1% | 0% | 6%
Cc1sc(NC(=O)c2ccc(F)cc2)c(CN2CCCCCC2)c1C | i | -3% | -3% | -9% | -7%
CC(C)C(C(=O)N1CCOCC1)N1C(=O)c2ccccc2C1=O (stereo unspecified) | 0.4% | -4% | -4% | -5% | 2%
CCOC(=O)CSc1nnc(CNC(=O)c2cccs2)n1-c1ccccc1 | 0.6% | 20% | -1% | 1% | 1%
C[N+](C)(C)Cc1ccccc1 | 0.6% | 0% | 4% | -4% | -3%
COc1ccccc1C(C#N)N1N=C(C)CC1(C)C (stereo unspecified) | 0.2% | 8% | -3% | 8% | 2%
Cc1cc(C)c2oc(=O)cc(CN3CCN(Cc4ccc5c(c4)OCO5)CC3)c2c1 | 0.3% | . | 8% | . | .
O=C(Nc1nccs1)C1CC2CCC1C2 (stereo unspecified) | 0.9% | 12% | -3% | 15% | -6%
CCOC(=O)C1(CCCc2ccccc2)CCN(C(=O)c2cc(C)nn2CC)CC1 | i | 6% | -2% | 0% | 0%
CC(C)n1cc(CN2CCC(C(=O)Nc3ccc(Oc4ccccc4F)cc3)CC2)cn1 | 2.0% | 8% | 8% | 13% | 3%
O=C(c1ncc[nH]1)c1ccccc1Cl | i | 1% | -15% | 7% | -8%
COc1ccc(/C=C/C(=O)Nc2c(C)nn(C)c2C)cc1COc1ccc(Br)cc1 | 4.1% | 1% | 4% | -1% | -14%
O=C(Cn1cccn1)N1CCCC(N2CCN(Cc3ccc4c(c3)OCO4)CC2)C1 (stereo unspecified) | 0.5% | -5% | -1% | -4% | -10%
COc1ccc(NC(=O)N2CCN(c3cccc(C(F)(F)F)c3)CC2)cc1 | 0.3% | 2% | 6% | -5% | -4%
COc1cc2c(cc1OC)C(c1ccccc1F)OC(=O)C2 (stereo unspecified) | i | -7% | 3% | 1% | -7%
O/N=C/c1ccnc(SCc2ccc(Cl)cc2)n1 | 2.7% | 13% | -8% | -8% | 5%
CCN(CC)C(=O)CSc1nc2c(sc(=S)n2-c2ccccc2)c(=O)n1-c1ccc(OC)c(OC)c1 | 7.4% | 10% | 22% | 1% | 5%
CCOc1ccccc1Nc1nc2ccccc2n2cnnc12 | 0.5% | . | 36% | -1% | -3%
Cc1ccc(C(C)C)c(OCC(O)CNC2CCCC2)c1 (stereo unspecified) | i | 42% | -4% | 9% | -7%
COC(=O)c1cc(S(=O)(=O)N2CCCC(C)C2)cn1C (stereo unspecified) | 3.1% | 11% | 13% | -4% | 7%
CC/C(=N\NC(=O)c1ccc(CN(C)S(=O)(=O)c2ccc(C)cc2)cc1)c1ccc(OC(F)F)cc1 | 4.4% | -16% | -1% | 0% | 11%
Next entries:
SMILES | VEEV TC-83 Vero | tuberculosis growth | H1N1 NS1A inhibition | H37Rv inhibition | Salmonella PhoP GFP | others
CCOc1ccccc1N1CSC2=C(C#N)C(c3c(OC)ccc4ccccc34)CC(=O)N2C1 (stereo unspecified) | 1.0% | 32% | 35% | -3% | -6%
Cc1ccnc2nc(C(=O)OCC(=O)Nc3ccc4c(c3)OCCO4)nn12 | 7.7% | -16% | 12% | -6% | .
CCOC(=O)c1c(C)n(C)c2ccc(OC)c(NC(=O)CCN3CCC(Cc4ccccc4)CC3)c12 | i | 52% | -3% | -1% | -22%
CCCNS(=O)(=O)c1ccc(OCC(=O)N2CCC(C(=O)OCC)CC2)cc1 | 0.8% | 8% | 0% | -8% | 12%
CCOc1ccc(S(=O)(=O)N2CCOCC2)cc1NC(=O)CSC(=S)N1CCCC1 | 4.0% | -2% | 1% | -4% | 4%
COc1cccc(Oc2ccc(N/C=C/C(=O)C(C)(C)C)cc2)c1 | 1.1% | 14% | 5% | 4% | -11%
Cc1ccc(F)cc1NC(=O)N1CCN(C2c3ccccc3-c3ccccc32)CC1 | 7.2% | -7% | 2% | -1% | 9%
COc1ccc(NS(=O)(=O)c2cc(NC(=O)c3ccncc3)ccc2N2CCOCC2)cc1 | 2.5% | -5% | -3% | 8% | 2%
O=[N+]([O-])c1ccccc1S(=O)(=O)NCc1cccnc1 | 0.1% | 19% | -5% | -2% | -4%
COCc1ccc(-c2c(-c3ccsc3)oc(=O)c3cc(OC)c(OC)cc23)cc1 | 8.3% | 56% | 12% | 1% | .
O=C(NC1CC1)C1=NOC(CNc2ncc(C(F)(F)F)cc2Cl)C1 (stereo unspecified) | 2.9% | 17% | -4% | 5% | -4%
O=C(Nc1ccc2oc(=O)ccc2c1)c1cccnc1 | 6.5% | -6% | -3% | -3% | 3%
O=C1c2ccccc2NC(c2cccc(Cl)c2)N1N=C1CCCCCC1 (stereo unspecified) | 8.8% | 9% | 13% | -1% | 4% | VEEV TC-83 Vero 10K pilot screen=5.2
O=C(Nc1ccc2[nH]ncc2c1)c1ccc(F)cc1 | 0.6% | 1% | 4% | -2% | 6%
C#CCOCCOCCOCCNc1nc(N2CCN(C(=O)[C@H](CCCCN)n3cc([C@@H](N)CC(N)=O)nn3)CC2)nc(N2CCN(C(=O)[C@H](CCCCN)n3cc([C@@H](N)CC(N)=O)nn3)CC2)n1 | i | 19% | 14% | 0% | .
COc1ccccc1N1CCN(C(=O)CCc2c[nH]c3ccccc23)CC1 | 3.0% | 3% | -4% | 4% | 5%
NC(=O)c1ccc(NC(=O)CSc2nncn2-c2ccccc2)cc1 | i | -5% | -5% | 4% | 11%
COCCN(C(=O)COC(=O)C1COc2ccccc2O1)c1c(N)n(Cc2ccccc2)c(=O)[nH]c1=O (stereo unspecified) | 1.4% | -8% | 0% | 6% | 1%
Cc1ccc(NC(=O)Cn2c(O)c(N=NC(=O)c3cc4ccccc4cc3O)c3ccccc32)cc1 | i | -11% | 16% | -4% | -2% | VEEV TC-83 Vero 10K pilot screen=3.0
COc1ccc(-c2cc3ccccc3cn2)cc1 | 1.1% | 20% | 3% | 12% | .

Filtered by structure, the entries above containing a Cl atom
SMILES | VEEV TC-83 Vero | tuberculosis growth | H1N1 NS1A inhibition | H37Rv inhibition | Salmonella PhoP GFP | others
CCn1nc(C)cc1C(=O)Sc1ccc(Cl)cc1Cl | 2.3% | ? | -3% | 1% | -3%
CCC(CC)C(=O)Nc1cccc(/C(C)=N/NC(=O)c2ccccc2Cl)c1 | 7.4% | -7% | 0% | -19% | -2%
O=C(COc1cc(Cl)ccc1Cl)Nc1nnc(CC(=O)N2CCOCC2)s1 | 3.6% | -6% | 22% | -14% | 3%
COc1ccc(Cl)c(N2CCN(CCCNC(=O)Nc3ccc(C)cc3)CC2)c1 | i | 77% | 10% | 13% | 6%
O=C(c1ncc[nH]1)c1ccccc1Cl | i | 1% | -15% | 7% | -8%
O/N=C/c1ccnc(SCc2ccc(Cl)cc2)n1 | 2.7% | 13% | -8% | -8% | 5%
O=C(NC1CC1)C1=NOC(CNc2ncc(C(F)(F)F)cc2Cl)C1 (stereo unspecified) | 2.9% | 17% | -4% | 5% | -4%
O=C1c2ccccc2NC(c2cccc(Cl)c2)N1N=C1CCCCCC1 (stereo unspecified) | 8.8% | 9% | 13% | -1% | 4% | VEEV TC-83 Vero 10K pilot screen=5.2
